# CHRM4 PAM – human M4 muscarinic receptor positive allosteric modulators, primary screen, CHO-K1 cells, Fluo-8 calcium fluorescence. 0.4% of 360,000 active. activation, % at 3 µM. CHO-K1 hM4/Gqi5, ACh EC20; 0% = ACh EC20, 100% = maximal ACh. Muscarinic acetylcholine receptor M4 (Homo sapiens), P08173. AID 624126, 2012;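 active = activation above its plate's cutoff, the mean activation of sample wells plus 3 SD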; also: some results filed as inactive read as strong as hits
# Target sequence (P08173 whole entry, looked up): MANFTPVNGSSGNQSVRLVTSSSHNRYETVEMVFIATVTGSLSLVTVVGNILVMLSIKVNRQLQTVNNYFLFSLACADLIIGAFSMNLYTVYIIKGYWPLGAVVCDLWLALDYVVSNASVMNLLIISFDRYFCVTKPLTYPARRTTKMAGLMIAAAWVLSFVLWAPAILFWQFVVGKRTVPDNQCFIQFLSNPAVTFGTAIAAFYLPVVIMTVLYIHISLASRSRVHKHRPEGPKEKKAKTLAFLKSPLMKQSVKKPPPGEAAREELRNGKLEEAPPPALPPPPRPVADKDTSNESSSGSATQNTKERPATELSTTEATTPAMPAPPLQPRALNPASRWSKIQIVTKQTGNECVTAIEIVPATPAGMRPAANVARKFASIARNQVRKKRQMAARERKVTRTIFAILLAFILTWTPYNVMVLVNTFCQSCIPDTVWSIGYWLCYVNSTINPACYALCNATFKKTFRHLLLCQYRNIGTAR
# CRFR2-BP antag – antagonists of CRF-BP/CRF-R2 complex, primary screen, cell-based, HEK293, calcium dye fluorescence, uHTS; CRF-induced calcium fluorescence; inhibition, % at 11.8 µM; 0.59% of 350,000 active; AID 588475, 2011;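 active = inhibition of the ligand-induced calcium signal above about 50% at the single tested concentration, limit read from the data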
# M5 antag – human M5 muscarinic receptor antagonists, primary screen, CHO cells, Fluo-8 calcium fluorescence | Muscarinic acetylcholine receptor M5 (Homo sapiens), P08912 | CHO-hM5 cells, ACh EC80 | inhibition, % at 3 µM | 0.59% of 360,000 active;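 active = inhibition above a per-plate cutoff, the mean of that plate's test compounds plus 3 SD, cut at about 27% in these data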;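 also: 0% = acetylcholine EC80 with DMSO and 100% = DMSO without agonist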
# CHRM1 PAM – human M1 muscarinic receptor positive allosteric modulators, primary screen, CHO-K1 cells, Fluo-8 calcium fluorescence, 1536-well; Muscarinic acetylcholine receptor M1 (Homo sapiens), P11229; CHO-K1 hM1, ACh EC20; 0% = ACh EC20, 100% = maximal ACh; activation, % at 3 µM; 0.088% of 360,000 active; AID 588819, 2011; in the data active = activation above about 19%, passing the limit was not always enough
# Target sequence (P11229 whole entry, looked up): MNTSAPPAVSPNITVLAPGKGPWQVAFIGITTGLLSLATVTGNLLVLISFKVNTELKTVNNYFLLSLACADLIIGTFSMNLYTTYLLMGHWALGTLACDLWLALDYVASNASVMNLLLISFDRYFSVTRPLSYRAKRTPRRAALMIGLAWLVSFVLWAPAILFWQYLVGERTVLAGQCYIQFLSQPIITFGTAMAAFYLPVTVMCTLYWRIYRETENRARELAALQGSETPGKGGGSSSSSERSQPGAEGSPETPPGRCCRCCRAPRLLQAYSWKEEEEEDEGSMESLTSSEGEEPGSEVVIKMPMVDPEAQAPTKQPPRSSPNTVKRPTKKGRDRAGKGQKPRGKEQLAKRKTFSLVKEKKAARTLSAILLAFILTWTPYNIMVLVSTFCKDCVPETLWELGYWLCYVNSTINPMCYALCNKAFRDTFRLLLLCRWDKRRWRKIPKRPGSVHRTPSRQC
# CHRM4 antagonist – human M4 muscarinic receptor antagonists, primary screen, CHO cells, Fluo-8 calcium fluorescence | CHO-hM4 cells, ACh EC80 | inhibition, % at 3 µM | 0.73% of 360,000 active;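 active = inhibition above its plate's cutoff, the mean inhibition of sample wells plus 3 SD, cut at about 27% in these data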;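 also: 0% = acetylcholine EC80 with DMSO and 100% = DMSO without agonist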
# M5 PAM – human M5 muscarinic receptor positive allosteric modulators, primary screen, CHO-K1 cells, Fluo-8 calcium fluorescence | Muscarinic acetylcholine receptor M5 (Homo sapiens), P08912 | CHO-K1 hM5, ACh EC20 PAM; 0% = ACh EC20, 100% = ACh EC100 | activation, % at 3 µM | 0.3% of 360,000 active;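 active = activation above the run cutoff, the mean activation of all test compounds plus 3 SD, cut at about 18% in these data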
#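 system = human M5 receptor in CHO-K1 cells | reagent = EC20 acetylcholine as agonist stimulus | compound dosing = single-point, 3 µM nominal | incubation = Fluo-8 loading 80 min at 37 °C plus 30 min room temperature | detection = Fluo-8 calcium dye fluorescence, kinetic read | benchmarks = low control EC20 acetylcholine (0%), high control EC100 acetylcholine (100%)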
# CHRM4 agonist – human M4 muscarinic receptor agonists, primary screen, CHO-K1 cells, Fluo-8 calcium fluorescence; Muscarinic acetylcholine receptor M4 (Homo sapiens), P08173; CHO-K1 hM4/Gqi5; vehicle 0%, full acetylcholine response 100%; activation, % at 3 µM; 0.14% of 360,000 active; AID 624127, 2012;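 active = activation above the run mean over all test wells plus 3 SD, cut at about 32% in these data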;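 also: peak over basal fluorescence ratio per well then scaled between controls; 0% = DMSO wells and 100% = acetylcholine at EC100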
# CHRM5 agonist – human M5 muscarinic receptor agonists, primary screen, CHO-K1 cells, Fluo-8 calcium fluorescence; activation, % at 3 µM; 0.19% of 360,000 active; CHO-K1 hM5 cells; 0% DMSO wells, 100% maximal acetylcholine response; AID 624037, 2012; Muscarinic acetylcholine receptor M5 (Homo sapiens), P08912;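 active = activation above the run's mean over test compounds plus 3 SD, cut at about 23% in these data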;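 also: signal is peak over basal fluorescence ratio across the kinetic read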
# CRFR2-BP ag – agonists of CRF-BP/CRF-R2 complex, primary screen, cell-based, HEK293, calcium dye fluorescence, uHTS. activation, % at 13.2 µM. 0.46% of 350,000 active. calcium dye fluorescence (FLIPR); percent of saturating CRF peptide response;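 active = activation of at least 50%, plus an integration ratio under a set limit after plate pattern correction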;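 also: plate controls were neutral control wells without compound for no effect and CRF at EC100 for full effect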
# Starred values were filed as active, the others as inactive; · = no result given.
no.	compound	CHRM4 PAM	CRFR2-BP antag	M5 antag	CHRM1 PAM	CHRM4 antagonist
1	COC(=O)Cc1c(C)c2ccc(OCC(=O)NCc3ccc4c(c3)OCO4)cc2oc1=O	3	0	3	4	10
2	Cc1cc(C)nc(N/N=C/C2=C(N3CCOCC3)C(=C\c3ccc(Cl)cc3)/CC2)n1	-2	-17	4	1	3
3	CCN1CCN(C(=O)c2ccc(C(F)(F)F)cc2)CC1	3	-4	-2	12	-2
4	COC(=O)CN1C(=S)N(c2ccc(Cl)cc2)C(=O)C1CC(=O)Nc1ccc(Cl)cc1 (configuration not stated)	-10	-20	7	7	13
5	O=S(=O)(Nc1cccc2ccccc12)N1CCCC1	3	5	-3	-1	-4
6	CC(C)C[C@H]1CN(CCCC[C@H]2CNC(=O)C(=O)N2CCC2CCCCC2)C(=O)C(=O)N1CCC1CCCCC1	6	·	-12	·	-15
7	O=C(NCCCN1CCOCC1)Nc1ccc(Cc2ccc(NC(=O)NCCCN3CCOCC3)cc2)cc1	16	7	12	-7	6
8	COCCn1c(-c2cc(OC)c(OC)c(OC)c2)nc2oc3ccccc3c(=O)c2c1=O	3	6	10	0	-6

no.	M5 PAM	CHRM4 agonist	CHRM5 agonist	CRFR2-BP ag
1	-5	1	-3	-1.0
2	-3	2	2	2.6
3	4	1	2	-0.1
4	-3	14	-1	2.5
5	2	2	3	-0.8
6	2	1	0	·
7	4	1	-5	1.9
8	-4	2	-3	-0.2

# Next part.
no.	compound	CHRM4 PAM	CRFR2-BP antag	M5 antag	CHRM1 PAM	CHRM4 antagonist
9	CCC(COC)Oc1cc(NCc2ccccc2)c2ncn(C(C)C)c2c1 (configuration not stated)	2	-5	15	-3	-2
10	Cc1ccc2oc(C(F)(F)C(F)F)cc(=O)c2c1	-5	-21	-8	0	-8
11	O=C(CCn1c(=S)[nH]c2ccccc2c1=O)Nc1ccc(F)cc1	0	-6	21	-5	-6
12	O=C1c2ccccc2C(=O)N1c1nc(-c2cccs2)cs1	1	-11	-4	-1	-9
13	CN(C(=O)c1ccc(OC2CCN(CCc3ccccc3)CC2)cc1)C1CCOC1 (configuration not stated)	-9	-21	-11	8	1
14	CCOc1cc(CNn2nnnc2N)ccc1OCC(=O)NC(C)(C)C	-3	7	-4	4	5
15	CCCOc1ccc(C2C(C(=O)/C=C/c3ccco3)=C(O)C(=O)N2CCN2CCOCC2)cc1OC (configuration not stated)	8	17	2	6	-24
16	CCOC(=O)c1c(N)nn(C(=O)c2ccccc2)c1-c1ccccc1	2	-15	10	7	-5

no.	M5 PAM	CHRM4 agonist	CHRM5 agonist	CRFR2-BP ag
9	-10	10	-4	-2.7
10	3	0	0	0.3
11	-12	3	-2	2.1
12	-4	0	0	-0.2
13	-7	1	-11	5.4
14	-1	1	2	-1.0
15	10	1	2	1.0
16	-1	0	-2	-1.2

# Other results.
no.	compound	CHRM4 PAM	CRFR2-BP antag	M5 antag	CHRM1 PAM	CHRM4 antagonist
17	OC(c1ccccc1)(c1nc(-c2cccc(F)c2)cs1)C(F)(F)F (configuration not stated)	-9	·	3	-10	2
18	CCN(CC)CC(O)CN(c1ccccc1)S(=O)(=O)c1ccc2ccccc2c1 (configuration not stated)	-4	-7	-6	19	-9
19	BrC(=C\c1ccccc1)/C=N/n1cnnc1	-4	-13	6	4	0
20	Cn1c2c(c(=O)n1-c1ccccc1)CSCC2	18	-4	-5	7	1
21	Cc1ccc(C(c2sc3nc(C)nn3c2O)N2CC(C)OC(C)C2)cc1 (configuration not stated)	-1	-12	-4	2	3
22	CC(C)n1nnnc1SCC(=O)Nc1cccc(F)c1	-3	1	-14	1	6
23	COc1ccccc1CNC(=O)CCCN1C(=O)NC2(CCCC2)C1=O	-2	1	1	-1	5
24	CCc1ncn(CCc2ccccc2OC)c1C(C)C	-8	·	-1	·	8

no.	M5 PAM	CHRM4 agonist	CHRM5 agonist	CRFR2-BP ag
17	-8	2	-3	·
18	5	2	-7	-0.2
19	2	10	13	1.2
20	6	0	-3	-1.0
21	4	0	-7	-0.7
22	6	-1	0	-2.2
23	6	2	2	-0.8
24	-8	1	-6	·

# New compounds follow.
no.	compound	CHRM4 PAM	CRFR2-BP antag	M5 antag	CHRM1 PAM	CHRM4 antagonist
25	CCS(=O)(=O)C1C(=O)N(C)C(S(=O)(=O)CC)C(=O)N1C (configuration not stated)	0	2	1	4	2
26	Cc1ccc2c(CN(C)Cc3ccc(Cl)cc3)cc(=O)oc2c1	-7	-12	5	7	-3
27	CCOc1ccccc1NC(=O)NC1(C(=O)N2CCN3CCCC3C2)CCCCC1 (configuration not stated)	3	8	-4	13	5
28	C=CCn1c(SCC(=O)Nc2ccc(NC(C)=O)cc2)nc2sc(C)c(C)c2c1=O	9	19	-1	9	-7
29	CCOC(=O)C1(CCOc2ccccc2)CCN(Cc2cccn2-c2cccnc2)CC1	-9	5	5	-9	10
30	COC(=O)[C@H]1C[C@H](OC(=O)NC2CCCC2)[C@@]2(O)CN(S(=O)(=O)c3ccc(C)cc3)CC2[C@H]1C(=O)OC (some centres not stated)	5	7	-2	4	1
31	Cc1cccc(N(C)S(=O)(=O)c2c(C)noc2C)c1	2	-2	6	13	2
32	CCOC(=O)c1[nH]c(=O)[nH]c1CSc1nc(C)cc(C)n1	19	6	-6	8	-12

no.	M5 PAM	CHRM4 agonist	CHRM5 agonist	CRFR2-BP ag
25	-2	1	1	-1.5
26	-4	-1	-3	1.5
27	4	1	-3	-0.1
28	10	0	3	3.4
29	-12	1	-10	0.2
30	1	1	1	2.7
31	3	0	-5	0.5
32	2	0	-2	-0.7

# Later entries:
no.	compound	CHRM4 PAM	CRFR2-BP antag	M5 antag	CHRM1 PAM	CHRM4 antagonist
33	CC1CC(C)CN(S(=O)(=O)N2CCCC(C(=O)NCc3ccccc3Cl)C2)C1 (configuration not stated)	6	11	-11	13	-13
34	O=C(c1ccc(N2CCOCC2)c([N+](=O)[O-])c1)N1CCCC(C(F)(F)F)C1 (configuration not stated)	3	-2	7	-1	-5
35	CC(=O)Nc1cc2c(cc1NC(=O)Cn1nnc(-c3ccc(C)o3)n1)OCCO2	3	6	7	9	4
36	CCc1ccc(S(=O)(=O)c2ccc(-n3nc(C)cc3N)cc2)cc1	-2	-3	4	-8	2
37	Cc1ccc(CCN2CCN=C2Nc2ccccc2)cc1	11	5	15	11	0
38	C[C@@H]1CN([C@H](C)CO)S(=O)(=O)c2ccc(Br)cc2O[C@H]1CN(C)C(=O)Nc1ccccc1	2	-6	-10	-1	-11
39	COc1cc(C(=S)N2CCCC2)cc(OC)c1OS(=O)(=O)c1ccc(NC(C)=O)cc1	5	-2	3	0	-2
40	Cc1ccc(/C=N/NC(=O)c2nnn(-c3nonc3N)c2C(C)C)s1	3	-16	0	6	-4

no.	M5 PAM	CHRM4 agonist	CHRM5 agonist	CRFR2-BP ag
33	14	2	1	-1.9
34	-1	1	2	-0.7
35	0	1	4	0.0
36	-6	2	-4	-0.3
37	-6	2	-5	3.4
38	5	6	0	0.3
39	-7	4	-2	-0.3
40	-6	3	15	-1.0

# (listing goes on)
no.	compound	CHRM4 PAM	CRFR2-BP antag	M5 antag	CHRM1 PAM	CHRM4 antagonist
41	Cc1cc(OCC(=O)Nc2ccc(F)c(F)c2)nc(C(C)C)n1	3	-3	-3	0	-2
42	C=C(C)C1CC=C(C)/C(=N/NC(=O)COc2cccc(C)c2)C1 (configuration not stated)	8	-20	-5	5	3
43	COc1ccc(O)c(C(=O)c2cc(C#N)c(=O)n(-c3c(C)n(C)n(-c4ccccc4)c3=O)c2)c1	-8	-5	-3	-13	-14
44	COc1ccc(C2NC(=O)c3ccccc3O2)cc1 (configuration not stated)	5	-16	1	10	2
45	c1ccc(-c2csc(Nc3ccc4c(c3)OCCO4)n2)cc1	0	-21	-1	-1	1
46	COC(=O)c1ccc(NC(=O)C2CCCCC2C(=O)O)cc1 (configuration not stated)	10	7	-1	3	0
47	CCc1ccccc1NC(=O)c1ccc(NS(C)(=O)=O)cc1	-3	12	16	8	2
48	COc1cc(OC)cc(C(=O)NCc2ccc3[nH]c(C)cc3c2)c1	1	7	3	5	5

no.	M5 PAM	CHRM4 agonist	CHRM5 agonist	CRFR2-BP ag
41	-3	3	3	23
42	6	0	1	-0.2
43	-17	8	-4	86*
44	6	1	2	-2.4
45	7	1	-1	1.9
46	-4	0	-1	2.9
47	-5	1	-2	-0.3
48	1	1	-4	-0.4

# (listing goes on)
no.	compound	CHRM4 PAM	CRFR2-BP antag	M5 antag	CHRM1 PAM	CHRM4 antagonist
49	COc1ccccc1CNC(=O)C1=C(C)C(=O)OC12CCC(C)CC2 (configuration not stated)	0	-2	-2	4	-16
50	Cn1cccc1CC(=O)NNC(=S)Nc1ccc(F)cc1	-1	2	0	12	3
51	COc1ccc(C(=O)C(C)OC(=O)c2cccc(S(=O)(=O)Nc3c(C)n(C)n(-c4ccccc4)c3=O)c2)cc1 (configuration not stated)	1	5	2	5	-18
52	Cc1ccc(N=Nc2c(C)[nH][nH]c2=O)c(C)c1	1	-8	3	2	1
53	O=C(ON=C1CCN(S(=O)(=O)c2ccccc2)CC1)c1ccccc1	2	-10	-1	13	6
54	Cc1cccc(-c2cc3nc(-c4ccccc4)cc(N4CCC5(CC4)OCCO5)n3n2)c1	0	-7	-10	15	-13

no.	M5 PAM	CHRM4 agonist	CHRM5 agonist	CRFR2-BP ag
49	-5	2	0	-1.3
50	-2	1	-3	0.6
51	-1	6	-3	-1.2
52	-3	-1	-4	-1.1
53	1	0	1	0.2
54	-11	0	3	2.5

# Structures above that have fluorine:
no.	compound	CHRM4 PAM	CRFR2-BP antag	M5 antag	CHRM1 PAM	CHRM4 antagonist
3	CCN1CCN(C(=O)c2ccc(C(F)(F)F)cc2)CC1	3	-4	-2	12	-2
10	Cc1ccc2oc(C(F)(F)C(F)F)cc(=O)c2c1	-5	-21	-8	0	-8
11	O=C(CCn1c(=S)[nH]c2ccccc2c1=O)Nc1ccc(F)cc1	0	-6	21	-5	-6
17	OC(c1ccccc1)(c1nc(-c2cccc(F)c2)cs1)C(F)(F)F (configuration not stated)	-9	·	3	-10	2
22	CC(C)n1nnnc1SCC(=O)Nc1cccc(F)c1	-3	1	-14	1	6
34	O=C(c1ccc(N2CCOCC2)c([N+](=O)[O-])c1)N1CCCC(C(F)(F)F)C1 (configuration not stated)	3	-2	7	-1	-5
41	Cc1cc(OCC(=O)Nc2ccc(F)c(F)c2)nc(C(C)C)n1	3	-3	-3	0	-2
50	Cn1cccc1CC(=O)NNC(=S)Nc1ccc(F)cc1	-1	2	0	12	3

no.	M5 PAM	CHRM4 agonist	CHRM5 agonist	CRFR2-BP ag
3	4	1	2	-0.1
10	3	0	0	0.3
11	-12	3	-2	2.1
17	-8	2	-3	·
22	6	-1	0	-2.2
34	-1	1	2	-0.7
41	-3	3	3	23
50	-2	1	-3	0.6

# Source: PubChem (several laboratories)
